GALR2 antag: blocks the human galanin receptor 2. 0.39% of 140,000 active. O43603. AID 828. inhibition, % at 4 µM. GALR2-expressing cells, antagonist mode; in the data active = inhibition above about 27%;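 note: cells stimulated with galanin 1-16 at roughly its EC80; 0% = agonist challenge control and 100% = basal control without agonist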
Target sequence (O43603 whole entry, looked up): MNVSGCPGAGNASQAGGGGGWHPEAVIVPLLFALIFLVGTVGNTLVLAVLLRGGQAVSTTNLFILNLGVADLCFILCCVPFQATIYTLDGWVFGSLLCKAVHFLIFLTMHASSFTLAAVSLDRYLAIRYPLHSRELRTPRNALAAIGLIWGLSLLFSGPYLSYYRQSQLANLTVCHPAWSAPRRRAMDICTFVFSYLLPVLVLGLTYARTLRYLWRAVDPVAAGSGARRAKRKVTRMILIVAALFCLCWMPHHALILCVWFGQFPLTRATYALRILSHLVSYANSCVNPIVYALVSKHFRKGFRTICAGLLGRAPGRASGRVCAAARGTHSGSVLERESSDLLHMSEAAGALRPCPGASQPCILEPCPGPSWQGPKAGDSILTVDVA
E-sel TNF inh: blocks E-selectin expression induced by TNF alpha | 0.71% of 120,000 active | inhibition, % at 2 µM | HUVEC TNFa-induced E-selectin immunofluorescence, high content;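 active = inhibition above the batch mean plus 3 SD, and confirmed as a hit on visual image review, cut at about 43% in these data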;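 note: 0% = TNF-stimulated DMSO wells and 100% = unstimulated control wells; not every result past the cut was called active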
NPY-Y2 antag: blocks the human neuropeptide Y Y2 receptor; P49146; AID 793; 0.99% of 140,000 active; NPY-Y2 expressing cells, antagonist mode; inhibition, % at 2.7 µM; in the data active = inhibition above about 17%;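 note: 0% = vehicle with agonist challenge and 100% = reference antagonist with challenge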
Target sequence (P49146 whole entry, looked up): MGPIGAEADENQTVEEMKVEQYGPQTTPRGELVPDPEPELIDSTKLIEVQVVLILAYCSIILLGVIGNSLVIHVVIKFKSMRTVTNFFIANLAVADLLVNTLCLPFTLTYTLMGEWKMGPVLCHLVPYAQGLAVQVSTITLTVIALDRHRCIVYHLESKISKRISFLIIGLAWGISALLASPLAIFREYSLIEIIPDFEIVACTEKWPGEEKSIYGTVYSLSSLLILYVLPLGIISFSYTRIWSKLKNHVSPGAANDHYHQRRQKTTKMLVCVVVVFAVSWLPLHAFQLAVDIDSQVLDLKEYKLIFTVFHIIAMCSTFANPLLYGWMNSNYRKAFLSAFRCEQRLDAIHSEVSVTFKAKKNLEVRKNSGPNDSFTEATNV
Phagocyt inh: blocks phagocytosis by macrophages. J774A.1 macrophage IgG-bead phagocytosis, imaging. inhibition, % at 5 µM. 0.07% of 110,000 active;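 active = inhibition above the mean of the plate negative controls plus 5 SD, cut at about 13% in these data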;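 note: phagocytic index as fraction of beads internalized from green versus red external bead signal; plate controls were DMSO negative control for no effect and cytochalasin-D positive control for full effect; some results beyond the cut were filed as inactive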
Active calls of the source: *; · = not tested or not shown. The list is partial. The share of hits here may be higher or lower than overall.

Preview, four compounds:
#1 Cc1c(CN2CCC(CO)(CCOc3ccccc3)CC2)c(=O)n(-c2ccccc2)n1C
#2 Cc1ccc(C(=O)O)cc1NC(=O)c1ccc(Cn2nc(C)c(Cl)c2C)o1
#3 COCCNC(=O)C(=O)NNS(=O)(=O)c1ccc(Cl)cc1
#4 COc1cc(/C=N/NC(=O)c2cccc([N+](=O)[O-])c2)cc(OC)c1O

Assay by compound	1	2	3	4
GALR2 antag	·	·	·	·
E-sel TNF inh	-6	20	2	12
NPY-Y2 antag	·	·	·	·
Phagocyt inh	·	·	·	·

The listing, from the start:
#1 Cc1c(CN2CCC(CO)(CCOc3ccccc3)CC2)c(=O)n(-c2ccccc2)n1C
#2 Cc1ccc(C(=O)O)cc1NC(=O)c1ccc(Cn2nc(C)c(Cl)c2C)o1
#3 COCCNC(=O)C(=O)NNS(=O)(=O)c1ccc(Cl)cc1
#4 COc1cc(/C=N/NC(=O)c2cccc([N+](=O)[O-])c2)cc(OC)c1O
#5 COc1ccc(Cn2c(C)nnc2-c2cnn(C)c2N)cc1OC

Assay by compound	1	2	3	4	5
GALR2 antag	·	·	·	·	·
E-sel TNF inh	-6	20	2	12	-14
NPY-Y2 antag	·	·	·	·	·
Phagocyt inh	·	·	·	·	·

#6 O=C(/C=C/Nc1cccc(C(F)(F)F)c1)c1ccco1
#7 COc1cc(C(=O)c2nccc3cc(OC)c(OC)cc23)c([N+](=O)[O-])cc1OC
#8 CCOCCCNC(=O)c1ccc(Cn2c(=S)[nH]c3c([nH]c4ccc(OC)cc43)c2=O)cc1
#9 Cn1c(N)c(C(=O)COC(=O)CSc2cccc3cccc(Cl)c23)c(=O)n(C)c1=O
#10 COC(=O)c1cc(NC(=O)c2cccc(Cl)c2)c(=O)oc1/C=C/Nc1cc(C)cc(C)c1

Assay by compound	6	7	8	9	10
GALR2 antag	·	·	·	·	·
E-sel TNF inh	-30	-30	-20	-6	-12
NPY-Y2 antag	·	·	·	·	·
Phagocyt inh	·	·	·	·	·

#11 CCN(CC)CCNC(C(=O)Nc1cccc(C(C)=O)c1)c1ccccc1 (stereo not given)
#12 Cc1ccc[n+](CC(=O)Nc2cc(C(F)(F)F)ccc2N2CCOCC2)c1
#13 CN(C)CCCN(C(=O)/C=C/c1cccs1)c1nc2c(F)cccc2s1
#14 Cc1cc(C)n2nc(CCCCc3nc4nc(C)cc(C)n4n3)nc2n1
#15 CCCCCCNC(=O)CCCCCNS(=O)(=O)c1ccc(Br)cc1

Assay by compound	11	12	13	14	15
GALR2 antag	·	·	·	·	·
E-sel TNF inh	-6	9	22	-23	-14
NPY-Y2 antag	·	·	·	·	·
Phagocyt inh	·	·	·	·	·

#16 Cc1ccc(/C=N/n2c(-c3ccc(Cl)cc3)n[nH]c2=S)s1
#17 COc1ccc(N(C)S(=O)(=O)c2cccc(C(=O)N(C)Cc3ccc(C)o3)c2)cc1
#18 COCCN(CCOC)S(=O)(=O)c1ccc(C(=O)Nc2ccc([N+](=O)[O-])cc2OC)cc1
#19 CCn1c(SCC(=O)N(C)C2CCS(=O)(=O)C2)nnc1-c1cccs1 (stereo not given)
#20 Cc1ccccc1OCc1nnc(SCCN2CCCC2)n1-c1ccccc1

Assay by compound	16	17	18	19	20
GALR2 antag	·	·	·	·	·
E-sel TNF inh	-13	2	24	8	-18
NPY-Y2 antag	·	·	·	·	·
Phagocyt inh	·	·	·	·	·

#21 O=C(O)CCC(=O)NC(c1ccccc1)c1ccccc1
#22 NS(=O)(=O)c1ccc(N2C(=O)C3CC=CCC3C2=O)cc1 (stereo not given)
#23 CCC(=O)NC(=S)Nc1ccc(NC(=O)c2ccc(Br)o2)cc1
#24 NNc1ccc(Cc2ccc(Cl)cc2Cl)nn1
#25 C=CCN(C(=O)CNC(=O)c1ccco1)C(C(=O)NC1CCCC1)c1cccs1 (stereo not given)

Assay by compound	21	22	23	24	25
GALR2 antag	·	·	·	·	·
E-sel TNF inh	-28	-35	-16	-23	-5
NPY-Y2 antag	·	·	·	·	·
Phagocyt inh	·	·	·	·	·

#26 COC(=O)c1ccc2c(=O)n(CCCCCC(=O)NC(C)C)c(=O)[nH]c2c1
#27 Cc1nonc1OCCn1c([N+](=O)[O-])cnc1C
#28 COc1ccc(S(=O)(=O)Nc2ccc(NC(C)=O)cc2)cc1[N+](=O)[O-]
#29 CCn1c(=S)[nH]c2cc(C(=O)O)ccc21
#30 COC(=O)Cn1cc([N+](=O)[O-])nc1C

Assay by compound	26	27	28	29	30
GALR2 antag	·	·	·	·	·
E-sel TNF inh	14	-17	4	-3	-18
NPY-Y2 antag	·	·	·	·	·
Phagocyt inh	·	·	·	·	·

#31 O=C(NCCNC(=O)c1ccco1)c1ccc(F)cc1
#32 CCN1CCN(C(=S)NC(=O)/C=C/c2cccs2)CC1
#33 Cc1nn2cc(-c3ccc(Cl)cc3)cnc2c1Br
#34 CC(=O)c1ccc(NC(=O)C(C)Nc2ccc(Cl)cc2)cc1 (stereo not given)
#35 Cc1cc(C)n(CC(C)NCc2cn[nH]c2-c2ccc(C)c(C)c2)n1 (stereo not given)

Assay by compound	31	32	33	34	35
GALR2 antag	·	·	·	·	·
E-sel TNF inh	-16	8	-39	-26	-1
NPY-Y2 antag	·	·	·	·	·
Phagocyt inh	·	·	·	·	·

#36 O=C(CSc1nc2[nH]ncc2c(=O)n1-c1ccc(Cl)c(Cl)c1)NCc1ccccc1Cl
#37 C=CCOc1ccc(CN(C)Cc2nc3cc(C(F)(F)F)ccc3c(=O)[nH]2)cc1
#38 COc1ccc(NC(=O)COc2ncnc3ccccc23)cc1S(=O)(=O)N1CCOCC1
#39 Cn1cc(CN(CCO)Cc2cccs2)c(-c2ccccc2F)n1
#40 Cc1c(C=O)c2ccccn2c1C(=O)c1ccc(Cl)c([N+](=O)[O-])c1

Assay by compound	36	37	38	39	40
GALR2 antag	·	·	·	·	·
E-sel TNF inh	1	-24	-34	10	-21
NPY-Y2 antag	·	·	·	·	·
Phagocyt inh	·	·	·	·	·

#41 Cc1nc(N2CCN(Cc3ccccc3)CC2)nc2c1CCC2
#42 COc1ccc(S(=O)(=O)NCCOc2cccc3cccnc23)cc1OC
#43 Cc1ccc(C)c(Oc2coc3cc(OC(=O)c4cccs4)ccc3c2=O)c1
#44 CCOC(=O)/C(C#N)=C\c1ccc2c(c1)OCO2
#45 O=S(=O)(NCCOc1ccccc1Cl)c1ccc2oc3ccccc3c2c1

Assay by compound	41	42	43	44	45
GALR2 antag	·	·	5	-9	-5
E-sel TNF inh	18	-83	·	·	·
NPY-Y2 antag	·	·	4	1	9
Phagocyt inh	·	·	·	·	·

#46 CC(=O)c1cc2c(cc1NC(=O)CN1CCN(C(=O)c3ccco3)CC1)OCO2
#47 NC1=CC(=O)c2cccc3cccc1c23
#48 CC(=O)c1cc(C#N)c(Oc2ccc(Cl)cc2Cl)nc1C
#49 CC(C)(C)NS(=O)(=O)c1cccc2nsnc12
#50 CCOC(=O)c1cc(C#N)c(N2CCCCC2)nc1-c1ccccc1

Assay by compound	46	47	48	49	50
GALR2 antag	-3	10	-4	3	-16
E-sel TNF inh	·	·	·	·	·
NPY-Y2 antag	0	7	5	-1	0
Phagocyt inh	·	·	·	·	·

#51 Clc1cc(Cl)c2nc(N3CCCC3)sc2c1
#52 CCCCN(CCCC)S(=O)(=O)c1ccc(N2CCCC2=O)c([N+](=O)[O-])c1
#53 Cc1ccccc1C(=O)Oc1cccc(Nc2ncnc3ccccc23)c1
#54 CCc1cc2c(=O)c(-c3nc4ccccc4[nH]3)coc2c(CN2CCC(C)CC2)c1O
#55 O=C(CC1Oc2ccccc2NC1=O)NCCCN1CCN(C2CCCCC2)CC1 (stereo not given)

Assay by compound	51	52	53	54	55
GALR2 antag	-13	-6	13	11	2
E-sel TNF inh	·	·	·	·	·
NPY-Y2 antag	4	-1	11	0	1
Phagocyt inh	·	·	·	·	·

#56 Cc1cccc(N2CCN(C(=O)C3CCCN(S(=O)(=O)c4c(C)noc4C)C3)CC2)c1C (stereo not given)
#57 COc1ccc(N2CCN(C(=S)NCCc3ccccc3)CC2)cc1
#58 CN(C)c1ccc(-c2noc(C3CCN(S(=O)(=O)c4ccc(C(=O)O)cc4)CC3)n2)cc1
#59 COc1cc(NC(=S)NN2CCOCC2)cc(OC)c1
#60 COc1ccc(OC)c2sc(N3CCN(c4ccccc4)CC3)nc12

Assay by compound	56	57	58	59	60
GALR2 antag	1	-6	4	-5	-2
E-sel TNF inh	·	·	·	·	·
NPY-Y2 antag	-1	-1	2	3	1
Phagocyt inh	·	·	·	·	·

#61 CCOC(=O)Cn1nc(/C=C/c2ccc(OC)cc2)ccc1=O
#62 CCC(=O)NC(C)C(c1cccs1)N1CCOCC1 (stereo not given)
#63 Cc1ccc2cc(CN(CC3CCCO3)S(=O)(=O)c3ccc4c(c3)OCCO4)c(=O)[nH]c2c1C (stereo not given)
#64 COc1cccc(C2NC(=O)NC(C)=C2C(=O)OCCSC)c1OC (stereo not given)
#65 COc1ccc(C(=O)/C=C/c2ccccc2OC)c(OC(=O)c2ccc([N+](=O)[O-])cc2)c1

Assay by compound	61	62	63	64	65
GALR2 antag	0	4	-14	11	-4
E-sel TNF inh	·	·	·	·	·
NPY-Y2 antag	0	3	4	5	-1
Phagocyt inh	·	·	·	·	·

#66 Cc1cc(-c2nn3c(C)nnc3s2)ccc1NC(=O)C(C)(C)C
#67 COc1ccccc1/C=C/C(=O)c1cc(Br)ccc1OC(=O)c1ccco1
#68 CCNCCNc1ccc(Cl)cc1[N+](=O)[O-]
#69 CCCc1cc(=O)oc2c(C)c(OS(C)(=O)=O)ccc12
#70 NC(=O)/C(=C/c1ccco1)NC(=O)c1ccc(Br)o1

Assay by compound	66	67	68	69	70
GALR2 antag	-6	15	5	-10	-6
E-sel TNF inh	·	·	·	·	·
NPY-Y2 antag	2	3	0	0	-2
Phagocyt inh	·	·	·	·	·

#71 COc1ccc(Nc2ncnc3c2cnn3Cc2ccccc2)cc1
#72 COCCOC(=O)C1=C(C)NC2=C(C(=O)CC(C)(C)C2)C1c1cc2c(cc1Br)OCO2 (stereo not given)
#73 O=C1CCC(C(=O)Nc2cccc(C(F)(F)F)c2)N1 (stereo not given)
#74 Cc1ccc(C(=O)Nc2c(C)n(C)n(-c3ccccc3)c2=O)cc1S(=O)(=O)N1CCOCC1
#75 CC(CCCC(C)(C)O)NCCO (stereo not given)

Assay by compound	71	72	73	74	75
GALR2 antag	9	-4	4	3	11
E-sel TNF inh	·	·	·	·	·
NPY-Y2 antag	-1	3	1	3	-1
Phagocyt inh	-1	0	-1	0	-1

#76 O=C1C2C3C=CC(CO)(O3)C2C(=O)N1c1ccc(-c2ccccc2)cc1 (stereo not given)
#77 CC(=NC1CCCCC1)C1=C(O)c2ccccc2C1=O
#78 COc1ccc(C(CNC(=O)Cc2cc(OC)c(OC)c(OC)c2)N2CCCC2)cc1 (stereo not given)
#79 COc1ccc(S(=O)(=O)N2Cc3ccccc3CC2C(=O)N2CCOCC2)cc1 (stereo not given)
#80 CCC1(c2ccc(F)cc2)NC(=O)N(CC(=O)N2CCOCC2)C1=O (stereo not given)

Assay by compound	76	77	78	79	80
GALR2 antag	26	0	-10	5	-1
E-sel TNF inh	·	·	·	·	·
NPY-Y2 antag	2	4	0	1	1
Phagocyt inh	0	2	0	0	-1

Single records, as listed above. Screens in order: GALR2 antag | E-sel TNF inh | NPY-Y2 antag | Phagocyt inh
Results for COc1cc(/C=N/NC(=O)c2cccc([N+](=O)[O-])c2)cc(OC)c1O = · | 12 | · | ·
Results for Cc1cccc(N2CCN(C(=O)C3CCCN(S(=O)(=O)c4c(C)noc4C)C3)CC2)c1C (stereo not given) = 1 | · | -1 | ·

(next part)
#81 Cc1cc2nsnc2c(S(=O)(=O)NCC(=O)O)c1C
#82 COc1ccc(-c2csc3nc(C)n(-n4cccc4)c(=O)c23)cc1
#83 O=c1[nH]c(SCc2ccc(F)cc2)nc2c1cnn2-c1ccc(F)cc1
#84 Cn1c(=O)c2c(nc(NCCCN3CCOCC3)n2Cc2ccc(Cl)cc2)n(C)c1=O
#85 O=C1C2C(c3ccccc3)C=CC(c3ccccc3)C2C(=O)N1CCO (stereo not given)
#86 C/C(N)=C(/C#N)C(=O)COC(=O)CC1CCCC1
#87 Cc1ccc(NC(=O)CN2C(=O)NC(Cc3ccccc3)C2=O)cc1 (stereo not given)
#88 O=C(O)CS(=O)(=O)c1ccc(Oc2ccc(S(=O)(=O)CC(=O)O)cc2)cc1

Assay by compound	81	82	83	84	85	86	87	88
GALR2 antag	0	2	11	8	-9	-2	5	3
E-sel TNF inh	·	·	·	·	·	·	·	·
NPY-Y2 antag	0	3	0	2	2	4	0	1
Phagocyt inh	-1	1	1	2	0	0	2	-1

Assay outcomes: PubChem, several laboratories
